PPARg SRC2 recr – agonists of PPARg-SRC-2 recruitment, primary screen, biochemical, HTS | PPARgamma LBD-SRC-2 recruitment | activation, % at 8 µM | actives 0.34% (n = 200,000); in the data active = activation above about 22%;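 note: 0% = vehicle and 100% = reference agonist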
STAT3 inh – IL-6 driven STAT3 reporter inhibitors, primary screen, U3A cells, luciferase, luminescence, MLSCN library. inhibition, % at 5.5 µM. IL-6 STAT3-luciferase reporter; host cell line lacks STAT1. actives 0.89% (n = 190,000);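 active = inhibition above the mean inhibition across all screened compounds plus 3 SD, cut at about 44% in these data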;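 note: 0% = DMSO only wells and 100% = 100 µM nifuroxazide control wells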
RAM network inh – inhibitors of the yeast RAM network, primary screen, dse1pr::URA3 reporter, 5-FOA selection | S. cerevisiae dse1pr::URA3 reporter, 5-FOA growth OD615, 2 d; analog-sensitive cbk1-as2 kinase mutant strain | inhibition, % at 50 µM | actives 1.8% (n = 190,000);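 active = inhibition above a set limit, 3 SD over mean compound inhibition, cut at about 8.4% in these data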;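 note: 0% = DMSO-only wells with no growth and 100% = 10 µM 1-NA-PP1 full growth; inhibition rescues growth on 5-FOA so higher OD means more RAM inhibition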
S1P3 antagonist – S1P3 receptor antagonists, primary screen, cell-based | actives 0.27% (n = 170,000) | CHO S1P3 NFAT-BLA reporter, FRET fluorescence, antagonist mode | inhibition, % at 4.98 µM | Sphingosine 1-phosphate receptor 3 (Homo sapiens), Q99500;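 active = inhibition above the plate cutoff, the mean inhibition of test wells on that plate plus 3 SD, cut at about 28% in these data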;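 note: cells challenged with S1P at its EC80 of 0.8 µM; blue over green emission ratio from cleaved BLA substrate after 4 h stimulation; 0% = S1P-stimulated wells and 100% = unstimulated DMSO-only wells; some compounds past the cut are filed as inactive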
Target sequence (Q99500 whole entry, looked up): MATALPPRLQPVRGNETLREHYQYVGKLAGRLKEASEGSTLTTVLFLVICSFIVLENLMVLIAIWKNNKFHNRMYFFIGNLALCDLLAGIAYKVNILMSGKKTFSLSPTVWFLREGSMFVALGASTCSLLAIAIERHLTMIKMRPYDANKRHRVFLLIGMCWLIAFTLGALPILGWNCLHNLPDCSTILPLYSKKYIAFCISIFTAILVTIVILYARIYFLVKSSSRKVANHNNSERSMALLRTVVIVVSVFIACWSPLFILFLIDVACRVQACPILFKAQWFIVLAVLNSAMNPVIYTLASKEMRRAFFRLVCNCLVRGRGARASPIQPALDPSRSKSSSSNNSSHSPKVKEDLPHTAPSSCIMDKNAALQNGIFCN
TR-FRET SRC-2 ct – TR-FRET signal artefacts, primary screen, artefact control for PPARgamma SRC-2 agonist project, biochemical; TR-FRET artefact counter-screen; active compounds read high; TR-FRET ratio at 8 µM; actives 0.4% (n = 200,000); AID 1049, 2008; in the data active = TR-FRET ratio above about 2000; note: inactives centre near 1500
ROMK primary – ROMK potassium channel modulators, primary screen, cell-based, thallium flux, MLSMR library | actives 2% (n = 130,000) | B-score at 10 µM | Tet-inducible ROMK, thallium flux fluorescence; actives lie on both sides;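 active = signal ratio slope over the read window, or its plate-corrected B-score, at least 3 SD from the plate mean, either direction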;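 note: B-score of the F/F0 ratio slope over 7 to 12 s after thallium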
Target sequence (P48048 whole entry, looked up): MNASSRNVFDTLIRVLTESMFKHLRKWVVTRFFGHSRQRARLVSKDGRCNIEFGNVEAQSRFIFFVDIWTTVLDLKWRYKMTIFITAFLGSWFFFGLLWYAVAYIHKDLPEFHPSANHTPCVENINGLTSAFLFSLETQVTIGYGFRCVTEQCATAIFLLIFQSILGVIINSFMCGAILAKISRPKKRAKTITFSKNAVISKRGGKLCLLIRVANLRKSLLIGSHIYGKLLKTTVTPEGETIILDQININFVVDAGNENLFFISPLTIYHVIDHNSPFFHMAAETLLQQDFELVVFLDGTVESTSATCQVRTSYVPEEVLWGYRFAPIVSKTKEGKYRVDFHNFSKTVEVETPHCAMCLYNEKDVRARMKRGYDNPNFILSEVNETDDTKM
STAT3 act – IL-6 driven STAT3 reporter potentiators, primary screen, U3A cells, luciferase, luminescence, MLSCN library; IL-6 STAT3-luciferase reporter; 100% = signal with IL-6 EC80 alone; activation (% of control), % at 5.6 µM; actives 0.91% (n = 190,000); AID 871, 2007;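 active = activation above the screen-wide mean of compound activation plus 3 SD, cut at about 130% in these data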;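 note: 0% = background luminescence of wells with medium and substrate only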
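Material: STAT3-luciferase reporter U3A cells. Controls: IL-6-treated wells, 100% activation. Read-out: % activation versus median of IL-6-stimulated wells. Probe or stimulus: IL-6 stimulus at 33 ng/mL final. Timing: compound 1 h, then IL-6 6 h at 37 °C. Signal: reporter luminescence signal.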
PPARg SRC-1 ag – PPARgamma agonists recruiting SRC-1 coactivator, primary screen, biochemical; AID 631, 2007; PPARgamma-SRC-1 coactivator recruitment biochemical assay; actives 0.41% (n = 200,000); activation, % at 8 µM; in the data active = activation above about 19%;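 note: 0% = DMSO and 100% = reference agonist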
PPARg SRC-3 ag – PPARgamma agonists recruiting SRC-3 coactivator, primary screen, biochemical. biochemical PPARgamma/SRC-3 coactivator recruitment assay. Peroxisome proliferator-activated receptor gamma (Homo sapiens), P37231. AID 731, 2007. actives 0.26% (n = 200,000). activation, % at 8 µM; in the data active = activation above about 23%;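 note: 0% = DMSO and 100% = reference agonist; some compounds past the cut are filed as inactive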
TLR4-MyD88 BLA – inhibitors of TLR4-MyD88 association in cells, primary screen, cell-based, HeLa CL3-4, BLA complementation, FRET ratio. HeLa CL3-4 TLR4/MyD88 BLA complementation. inhibition, % at 8.4 µM. actives 0.18% (n = 200,000). AID 861, 2007. Toll-like receptor 4 (Homo sapiens) + Myeloid differentiation primary response protein …; in the data active = inhibition above about 25%;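 note: 0% = vehicle and 100% = reference inhibitor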
STAT1 inh – STAT1 signaling inhibitors, primary screen, cell-based, HTS, luciferase reporter; inhibition, % at 5.5 µM; actives 0.35% (n = 200,000); NIH 3T3 STAT1-luciferase reporter, IFN-gamma, luminescence;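 active = inhibition above a set limit, the mean inhibition across all tested compounds plus 3 SD, cut at about 34% in these data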;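 note: 0% = IFN-gamma with DMSO and 100% = IFN-gamma with 300 µM nifuroxazide; values of inactives mirror those of a sister screen read the other way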
* marks the source's active call; other numbers are inactive results; nt = no result given.

#	Compound	PPARg SRC2 recr	STAT3 inh	RAM network inh	S1P3 antagonist	TR-FRET SRC-2 ct	ROMK primary
1	O=[N+]([O-])c1cc(C2Nc3cccc4cccc(c34)N2)ccc1Cl	4	-11	11*	-10	1516	nt
2	COC(=O)Cc1c(C)c2ccc(OCc3nn[nH]n3)cc2oc1=O	2	8	0.0	nt	1685	nt
3	O=C(Nc1nncs1)C1c2ccccc2Oc2ccccc21	-2	2	2.6	nt	1391	0.0009
4	O=c1cc(N2CCc3ccccc32)[nH]c(=O)n1Cc1ccc(F)cc1	10	4	3.3	-6	1592	nt
5	Cc1ccc2nc(N3CCN(C=O)CC3)nc(-c3ccccc3)c2c1	13	10	-0.6	nt	1535	nt
6	O=C(Nc1cc(C(F)(F)F)ccc1N1CCOCC1)c1ccccc1F	5	0	1.5	nt	1580	nt
7	COc1ccc(CCNC(=O)COC(=O)Cc2ccc(OC)cc2)cc1	7	0	-0.1	-3	1576	nt
8	CC(CNC(=O)c1ccc(-c2ccccc2)cc1)CN(C)C (stereo unspecified)	-5	7	1.2	nt	1344	nt
9	O=C(Nc1ccc2ccccc2c1)/C(=C\c1ccc2c(c1)OCO2)NC(=O)c1ccco1	4	-4	-0.8	-3	1512	nt
10	Cc1ccc2nc(-c3cc(N)cc(N)c3)oc2c1	15	43*	2.5	nt	1534	nt
11	Cc1cccc(C)c1N(CC(=O)N/N=C/c1cc(Br)c(C)o1)S(C)(=O)=O	-11	-2	6.7	-2	1620	-0.0049
12	COC(=O)c1cn(NC(=O)/C=C/c2cccc(OC)c2OC)c(=O)c2ccccc12	6	-6	1.3	0	1599	0.65

#	STAT3 act	PPARg SRC-1 ag	PPARg SRC-3 ag	TLR4-MyD88 BLA	STAT1 inh
1	108	8	2	-10	2
2	95	8	12	7	4
3	97	-3	-5	-6	3
4	101	-1	-4	1	3
5	94	-4	9	9	6
6	104	6	3	-4	10
7	99	2	2	-9	-4
8	97	3	-1	5	0
9	102	-1	5	-8	-3
10	65	-1	-3	-10	3
11	99	5	1	2	6
12	103	-1	1	-3	-5

Later entries.
#	Compound	PPARg SRC2 recr	STAT3 inh	RAM network inh	S1P3 antagonist	TR-FRET SRC-2 ct	ROMK primary
13	Cc1ccc(Nc2nc(-c3ccc(O)c(O)c3)cs2)nc1	-2	21	1.2	12	1628	nt
14	COc1ccc(CCNC(=O)CCC(=O)N2CCN(S(=O)(=O)c3ccccc3)CC2)cc1OC	2	0	2.1	-18	1537	nt
15	FC(F)(F)c1ccc(Oc2ccccc2Cl)nc1	6	6	2.2	-4	1730	0.36
16	Cc1ccc(CN2CCN(Cc3ccc(Oc4ncccn4)cc3)CC2CCO)cc1 (stereo unspecified)	2	3	0.0	-4	1872	-0.53
17	Cc1ccc(C(C)C)c(OCCCN2CC(C)OC(C)C2)c1 (stereo unspecified)	8	6	-0.1	0	1487	nt
18	CCC(=O)Oc1ccc(NC(=O)c2ccco2)cc1	1	-2	0.7	-1	1377	-0.18
19	CCOC(=O)c1ccc(NC(=O)C(=O)NCCc2ccc(OC)cc2)cc1	6	1	1.5	7	1748	0.087
20	CCc1c(C)c(C#N)c2nc3ccccc3n2c1Cl	2	-2	6.0	-7	1202	-1.5
21	CCOC(=O)C(Sc1ncc(C#N)c(N)n1)C(C)C (stereo unspecified)	-9	6	-1.3	nt	1531	-0.89
22	O=C(CSc1ccc(-c2ccc(F)cc2)nn1)NCc1ccco1	14	12	3.1	nt	1503	-0.8
23	C=CCc1cccc(C2Nc3ccccc3C(=O)N2O)c1O (stereo unspecified)	4	30	0.5	2	1894	nt
24	CCOC(=O)c1c(NC(=O)CN2CCCCC2)sc2c1CCCC2O (stereo unspecified)	3	17	0.8	0	1675	nt

#	STAT3 act	PPARg SRC-1 ag	PPARg SRC-3 ag	TLR4-MyD88 BLA	STAT1 inh
13	85	-3	5	7	-42
14	103	6	13	-5	-3
15	99	2	1	-8	6
16	100	-10	-3	-3	-10
17	97	4	10	-16	-2
18	103	2	-5	0	2
19	101	4	5	-8	-18
20	102	-3	3	-5	-2
21	100	0	5	-2	3
22	92	-3	17	-11	2
23	76	5	7	-5	7
24	93	-1	-4	-5	-1

New compounds follow:
#	Compound	PPARg SRC2 recr	STAT3 inh	RAM network inh	S1P3 antagonist	TR-FRET SRC-2 ct	ROMK primary
25	CSc1nc2c(c(C(F)(F)F)n1)CC(C)CC2 (stereo unspecified)	3	4	0.6	nt	1523	nt
26	Cc1ccc(OCC(=O)c2ccc3c(c2)CCCC3)cc1C	6	-15	2.7	nt	1556	nt
27	Cc1cc(C)cc(N(C(=O)Cn2nnc(-c3ccccc3)n2)C(C(=O)NC2CCCCC2)c2ccccn2)c1 (stereo unspecified)	-5	-3	-1.0	-7	1636	nt
28	CCOC(=O)CC1C(=O)NCCN1C(=O)c1sc2ccccc2c1Cl (stereo unspecified)	2	-4	0.4	-5	1547	0.68
29	O=C(OCc1nnc(-c2ccc(Br)cc2)o1)c1cncc(Br)c1	-7	4	2.8	-31	1442	nt
30	O=S(=O)(c1cccc(Cl)c1)N1CCCC1	6	2	1.3	nt	1612	nt
31	Cc1nn(-c2nnc(NCc3ccccc3)nn2)c(C)c1Br	-7	-6	1.1	14	1519	nt
32	COn1c(-c2ccc(Cl)cc2Cl)nc2ncccc21	14	16	-0.4	0	1655	0.14
33	O=C(NC1CCCC1)c1ccc(Br)o1	0	7	1.6	nt	1339	0.16
34	Cc1ccc2nc(N3CCN(c4ccccc4)CC3)c(C=O)c(=O)n2c1	-4	13	5.3	2	1504	-1.6
35	c1ccc(CC2CCN(Cc3ccccn3)CC2)cc1	-3	3	0.9	-23	1299	-0.93
36	N=c1c2c3c(sc2nc2n1CCCCC2)CCCCC3	4	-10	0.0	nt	1607	-0.011

#	STAT3 act	PPARg SRC-1 ag	PPARg SRC-3 ag	TLR4-MyD88 BLA	STAT1 inh
25	100	0	-6	-2	-7
26	112	1	5	2	-7
27	101	-3	0	-5	-9
28	105	1	2	-7	6
29	100	-4	0	-7	3
30	100	7	2	-5	-2
31	108	13	7	-8	-14
32	93	6	10	-10	-4
33	99	4	-2	-17	-4
34	95	10	0	15	-1
35	100	-5	-2	-8	5
36	112	3	1	-4	-9

(cont.)
#	Compound	PPARg SRC2 recr	STAT3 inh	RAM network inh	S1P3 antagonist	TR-FRET SRC-2 ct	ROMK primary
37	Nc1nc(Br)c2ccccc2c1-c1ccccc1	6	4	1.5	-9	1518	0.5
38	c1coc(-c2ccnc3ncnn23)c1	-1	9	3.3	2	1361	0.057
39	Cc1c(NC(=O)C(C)OC(=O)CC2CC3CCC2C3)c(=O)n(-c2ccccc2)n1C (stereo unspecified)	-1	-4	0.2	-26	1477	0.021
40	CCCn1nnc(NC(=O)COc2ccc(C3CCCCC3)cc2)n1	-3	-16	2.0	-24	1439	nt
41	N#CC1=C(N)OC2=C(C(=O)CCC2)C1C1CC=CCC1 (stereo unspecified)	8	2	0.3	13	1602	0.44
42	CN(c1ncnc(N)c1[N+](=O)[O-])C1CCS(=O)(=O)C1 (stereo unspecified)	4	12	0.1	25	1725	0.025
43	CNC(=O)CCCCCNS(=O)(=O)c1ccc(C)cc1	10	4	1.0	nt	1595	0.65
44	Cc1ccccc1NC(=O)C1C2CCC(O2)C1C(=O)O (stereo unspecified)	9	8	1.0	nt	1465	nt
45	O=C(O)COCC(=O)Nc1ccccc1-c1ccccc1	2	3	0.4	9	1595	-0.26
46	Cc1ccc(-n2c(=O)cc(N3CCN(C(=O)c4ccco4)CC3)[nH]c2=O)cc1	-5	-11	-0.3	-8	1458	nt
47	CCn1c(CNC(=O)c2ccco2)nnc1SCC(=O)Nc1cccc(F)c1	1	3	1.3	-11	1595	-0.00048
48	COc1ccc(S(=O)(=O)Nc2cc(C)cc(C)n2)c2ccccc12	1	3	-1.0	-16	1432	-0.83

#	STAT3 act	PPARg SRC-1 ag	PPARg SRC-3 ag	TLR4-MyD88 BLA	STAT1 inh
37	99	8	-3	-1	-4
38	94	2	-5	12	0
39	104	6	5	-5	1
40	114	-2	-13	5	-9
41	100	6	10	5	-3
42	94	2	-3	3	10
43	99	7	-2	-10	7
44	96	-2	-4	-14	10
45	101	9	-3	18	5
46	108	7	4	4	-10
47	102	2	2	-17	2
48	100	0	-10	7	10

The list goes on:
#	Compound	PPARg SRC2 recr	STAT3 inh	RAM network inh	S1P3 antagonist	TR-FRET SRC-2 ct	ROMK primary
49	CC(Cc1ccccc1)NC(=O)C1CCCNC1=O (stereo unspecified)	2	0	0.5	nt	1501	0.37
50	COc1ccc(S(=O)(=O)n2nc(OC(C)=O)cc2N(C(C)=O)C(C)=O)cc1	-3	nt	-0.8	-15	1446	nt
51	COC(=O)c1ccc(CN2C(=O)NC3(CCCc4ccccc43)C2=O)o1 (stereo unspecified)	-9	2	2.4	13	1454	-0.48
52	N#C/C(C(=O)NCc1ccco1)=C1/SC=C(c2ccccc2)N1c1ccccc1	-1	8	6.8	13	1542	0.076
53	O=C(Nc1cc2c(cc1Br)OCCO2)c1cccs1	9	0	0.1	nt	1351	-0.97
54	Nc1ncnc2c1ncn2C1OC(CO)C(O)C1O (stereo unspecified)	-1	3	0.0	-18	1705	nt

#	STAT3 act	PPARg SRC-1 ag	PPARg SRC-3 ag	TLR4-MyD88 BLA	STAT1 inh
49	98	-2	-1	6	1
50	nt	6	1	1	6
51	102	4	-6	-3	1
52	96	-2	-6	-1	-1
53	100	4	-8	-12	-21
54	100	2	1	13	-10

Rewritten as tab-separated lines: entries from further up
nr	SMILES	PPARg SRC2 recr	STAT3 inh	RAM network inh	S1P3 antagonist	TR-FRET SRC-2 ct	ROMK primary	STAT3 act	PPARg SRC-1 ag	PPARg SRC-3 ag	TLR4-MyD88 BLA	STAT1 inh
32	COn1c(-c2ccc(Cl)cc2Cl)nc2ncccc21	14	16	-0.4	0	1655	0.14	93	6	10	-10	-4
33	O=C(NC1CCCC1)c1ccc(Br)o1	0	7	1.6	nt	1339	0.16	99	4	-2	-17	-4
34	Cc1ccc2nc(N3CCN(c4ccccc4)CC3)c(C=O)c(=O)n2c1	-4	13	5.3	2	1504	-1.6	95	10	0	15	-1
35	c1ccc(CC2CCN(Cc3ccccn3)CC2)cc1	-3	3	0.9	-23	1299	-0.93	100	-5	-2	-8	5
36	N=c1c2c3c(sc2nc2n1CCCCC2)CCCCC3	4	-10	0.0	nt	1607	-0.011	112	3	1	-4	-9
37	Nc1nc(Br)c2ccccc2c1-c1ccccc1	6	4	1.5	-9	1518	0.5	99	8	-3	-1	-4
